Screening data (PubChem BioAssay)
SENP7 block = inhibitors of human SENP7 protease; recombinant SENP7, Z-RLRGG-aminoluciferin luminescence, 40 min; Q9BQF6; inhibition, % at 5 µM; 330,000 compounds, 1.5% hits; AID 434973;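 active = inhibition above about 50% at the single test dose, limit read from the data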;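 note: plate controls were DMSO with enzyme for no effect and no enzyme buffer wells for full effect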
Apaf1 inhib = inhibitors of human Apaf-1 apoptosome | O14727 | reconstituted apoptosome caspase-3 activity, DEVD-Rh110 fluorescence | inhibition, % at 20 µM | 330,000 compounds, 0.71% hits | AID 489030; active = inhibition of at least 40% at 20 µM;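 note: plate controls were DMSO wells for no effect and DEVD-CHO caspase inhibitor wells for full effect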
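Medium: Hepes buffer, pH 7.5 / System: biochemical Apaf-1 apoptosome reconstitution / Measured by: Rh110 fluorescence, excitation 480 nm, emission 540 nm / Times: compound with Apaf-1, dATP, procaspase-3 30 min, then 50 min reaction, room temperature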
HKDC1 inhibitor = blocks human hexokinase HKDC1 activity; Q2TB90; recombinant HKDC1, G6PDH/diaphorase resazurin coupled fluorescence; inhibition, % at 20 µM; 340,000 compounds, 0.16% hits;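 active = inhibition above about 35% when tested at 20 µM, limit read from the data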;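 note: plate controls were DMSO wells with enzyme for no effect and DMSO wells lacking enzyme for full effect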
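Test system: Recombinant HKDC1 (HK5) hexokinase enzyme, produced in-house | Input: HKDC1 at 5 µg/mL | Buffer or medium: Tris pH 8.0 buffer with MgCl2, Tween-20, BSA, BME | Schedule: 90 min reaction incubation at room temperature, dark | Technique: Resazurin-to-resorufin fluorescence via G6PDH and diaphorase coupling, 525/613 nm | Controls: DMSO wells with and without enzyme mix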
PfG6PD inh = PfG6PD (Plasmodium falciparum) enzyme inhibition | PfGluPho enzyme, NADPH resazurin-diaphorase fluorescence | inhibition, % at 20 µM | 350,000 compounds, 0.78% hits;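 active = inhibition reaching at least a set limit at 20 µM in the primary screen, cut at about 59% in these data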;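 note: 0% = DMSO wells with substrate and 100% = DMSO wells lacking glucose-6-phosphate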
SENP8 block-1 = inhibitors of human SENP8 protease. AID 602440. recombinant SENP8, Nedd8 substrate fluorescence. 360,000 compounds, 0.64% hits. inhibition, % at 20 µM; in the data active = inhibition mostly above about 40%, no sharp cut-off; inactive = mostly below about 27%
Target sequence (Q96LD8 whole entry, looked up): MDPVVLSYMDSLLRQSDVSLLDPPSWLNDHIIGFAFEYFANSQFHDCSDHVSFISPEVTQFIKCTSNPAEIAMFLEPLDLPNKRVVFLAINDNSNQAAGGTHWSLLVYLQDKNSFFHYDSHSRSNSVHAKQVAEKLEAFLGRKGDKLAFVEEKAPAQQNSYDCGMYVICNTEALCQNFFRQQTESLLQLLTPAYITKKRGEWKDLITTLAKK
SENP8 block-2 = blocks the human protease SENP8. Q96LD8. purified SENP8, Z-RLRGG-aminoluciferin cleavage, luminescence. inhibition, % at 10 µM. 330,000 compounds, 1.2% hits. AID 2540; in the data active = inhibition above about 50%
SENP6 block = SENP6 protease inhibition; Recombinant SENP6 catalytic domain, aminoluciferin luminescence; inhibition, % at 10 µM; AID 2599; 330,000 compounds, 1.8% hits;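 active = inhibition above about 50% at the single tested dose, limit read from the data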;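 note: plate controls were DMSO wells with enzyme for no effect and DMSO wells lacking enzyme for full effect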
Target sequence (Q9GZR1 628-1112 limits assumed): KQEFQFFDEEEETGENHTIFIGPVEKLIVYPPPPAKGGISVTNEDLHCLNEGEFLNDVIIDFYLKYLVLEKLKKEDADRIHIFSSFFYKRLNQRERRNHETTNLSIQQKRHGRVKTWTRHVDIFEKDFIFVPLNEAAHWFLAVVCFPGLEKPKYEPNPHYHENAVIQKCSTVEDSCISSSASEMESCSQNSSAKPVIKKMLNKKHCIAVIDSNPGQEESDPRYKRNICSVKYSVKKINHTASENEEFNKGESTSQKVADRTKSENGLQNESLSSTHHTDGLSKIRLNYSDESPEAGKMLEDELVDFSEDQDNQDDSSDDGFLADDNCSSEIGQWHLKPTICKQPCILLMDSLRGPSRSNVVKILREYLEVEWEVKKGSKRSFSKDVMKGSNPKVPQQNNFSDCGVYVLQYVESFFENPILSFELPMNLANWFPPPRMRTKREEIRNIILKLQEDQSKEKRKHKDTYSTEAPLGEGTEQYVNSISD
SENP1 inh = SENP1 (human) catalytic domain inhibition; Q9P0U3; recombinant SENP1 catalytic domain, CyPet-SUMO1-YPet FRET cleavage; inhibition, % at 10 µM; 360,000 compounds, 0.21% hits; AID 624204;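 active = inhibition at least 30% at 10 µM, raw YFP signal under a set limit, fluorescence ratio 0.5 to 1.5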;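 note: 0% = enzyme with DMSO and 100% = no enzyme wells; some results filed as inactive read as strong as hits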
Target sequence (Q9P0U3 419-644 limits assumed): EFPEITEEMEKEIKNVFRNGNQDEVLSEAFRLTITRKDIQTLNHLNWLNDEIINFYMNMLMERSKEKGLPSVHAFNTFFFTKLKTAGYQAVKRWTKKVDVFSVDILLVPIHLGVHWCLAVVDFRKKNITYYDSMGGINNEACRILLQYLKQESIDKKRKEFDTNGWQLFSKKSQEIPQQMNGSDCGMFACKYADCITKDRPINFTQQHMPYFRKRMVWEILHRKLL
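System: Recombinant human SENP1 catalytic domain, His6-tagged | Incubation: Enzyme reaction for 50 min at room temperature, dark | Medium: Tris pH 8 with BME, BSA, NP40 and catalase | Also added: 25 nM SUMO1 FRET substrate | Compound: 10 µM single point, 0.5% DMSO | Measured by: FRET fluorescence in CFP and YFP emission channels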
Active calls of the source: *; . = not tested or not shown. Rows are unselected, and some 3.6% of all compounds hit somewhere here.

Assay codes: A = SENP7 block; B = Apaf1 inhib; C = HKDC1 inhibitor; D = PfG6PD inh; E = SENP8 block-1; F = SENP8 block-2; G = SENP6 block; H = SENP1 inh
> Cc1ccc(NC(=O)Cc2sc(C)nc2-c2ccc(C)cc2)cc1
  A = 2	B = 9	C = -10	D = 9	E = 13	F = 7	G = 14	H = 1

> Cc1ccc2nc(/C(C#N)=C/c3ccc(O)c(O)c3)[nH]c2c1
  A = 8	B = 13	C = 3	D = 21	E = -163	F = 17	G = 65*	H = -37

> CCc1nc2c(nnn2Cc2ccc(F)cc2)c(=O)[nH]1
  A = -2	B = -18	C = -8	D = 0	E = 10	F = 4	G = -19	H = 1

> Cc1ccc(C(=O)N2CCn3c(C)ccc3C2C)cc1 (stereo not drawn)
  A = 4	B = -6	C = 4	D = 3	E = -53	F = -1	G = 13	H = -42

> O=C(c1ccco1)N1CCN(c2ccc([N+](=O)[O-])c(N3CCOCC3)c2)CC1
  A = 0	B = 3	C = -7	D = 7	E = 19	F = 1	G = -7	H = 0

> CCN(CC)CC(=O)Nc1ccc(C)cc1Br
  A = -5	B = 3	C = 0	D = -24	E = 19	F = -12	G = 12	H = 0

> Cc1ccc(Cc2nc(-c3ccccn3)no2)cc1
  A = 14	B = 4	C = -6	D = -5	E = 4	F = -5	G = 6	H = 2

> COc1cccc(C(C(=O)NC(C)(C)C)N(Cc2ccc(C)cc2)C(=O)CCC(=O)Nc2cc(C)on2)c1OC (stereo not drawn)
  A = 0	B = 16	C = 4	D = -7	E = 4	F = -1	G = -2	H = 1

> CCOC(=O)N1CCC(NS(=O)(=O)c2cc(C(=O)OC)n(C)c2)CC1
  A = -3	B = -2	C = -6	D = -5	E = 12	F = 0	G = -2	H = -1

> Cn1c(SCc2ccc(F)cc2)nnc1-c1cnccn1
  A = 0	B = -156	C = -3	D = 9	E = -6	F = 0	G = -14	H = 3

> CN=C(Nc1ccc(C)c(C)c1)SC1CC(=O)N(c2ccc(OC)cc2)C1=O (stereo not drawn)
  A = 7	B = -3	C = -7	D = 12	E = 12	F = -5	G = -16	H = 1

> O=C(CN(Cc1ccco1)Cc1cccs1)N1CCN(S(=O)(=O)c2cccc(F)c2)CC1
  A = 9	B = 23	C = -2	D = 2	E = -3	F = -6	G = -13	H = -2

> Oc1cc2ccccc2cc1-c1n[nH]c(=S)o1
  A = 75*	B = 1	C = 4	D = -2	E = -275	F = 94*	G = 91*	H = 3

> O=C(NCc1cccc(C(F)(F)F)c1)c1cc(Cl)ccc1Cl
  A = -4	B = 4	C = 6	D = -6	E = 11	F = -4	G = -3	H = 1

> CCOC(=O)C1(Cc2ccccc2Cl)CCN(C(=O)c2cc(C)on2)CC1
  A = -16	B = 12	C = -2	D = 7	E = 24	F = -9	G = -18	H = 0

> O=C(NCc1n[nH]c(=S)n1-c1ccc(Br)cc1)c1ccc(S(=O)(=O)N2CCCCC2)cc1
  A = 3	B = 5	C = -4	D = 9	E = -5	F = -4	G = 15	H = 2

> O=S(=O)(c1cc(C(F)(F)F)ccc1Cl)N1CCN(c2ncnc3ccccc23)CC1
  A = 5	B = 10	C = 1	D = -3	E = -36	F = -4	G = 1	H = 1

> N#Cc1nc(-c2ccco2)oc1N1CCCC1
  A = -7	B = 3	C = -1	D = -23	E = -395	F = -6	G = 8	H = 2

> CSc1cc(C)nc(NC(C)=O)n1
  A = 7	B = -15	C = -4	D = -4	E = 2	F = 4	G = 11	H = 2

> Cc1ccccc1N1CCN(CCC(=O)Nc2ccc(F)cc2)CC1
  A = -2	B = -13	C = 2	D = -3	E = 3	F = -5	G = -9	H = 1

> O=C(Cn1c(=O)n(-c2ccccc2)c(=O)c2oc3ccccc3c21)Nc1ccccc1
  A = 5	B = 1	C = -1	D = -3	E = 4	F = 0	G = 0	H = -1

> CCCCN1C(=O)C(=O)N(CC(=O)Nc2sc(C)c(CC)c2C(=O)OCC)C1=O
  A = -10	B = 22	C = 1	D = 8	E = -11	F = 1	G = 5	H = -19

> COC(=O)c1ccc(NC(=O)N2CCCC(C(=O)c3ccccc3OC)C2)cc1 (stereo not drawn)
  A = -4	B = 6	C = 5	D = 5	E = 21	F = -6	G = -1	H = -1

> Cc1cc(-c2n[nH]c(=S)n2-c2ccc(F)cc2)nn1C
  A = -13	B = -1	C = -5	D = 46	E = 12	F = -10	G = -11	H = 2

> COc1ccccc1CNC(=O)CCc1cn(C)c2ccccc12
  A = -3	B = 5	C = 1	D = 5	E = 18	F = -1	G = -20	H = -2

> CN(C)S(=O)(=O)c1ccc(Cl)c(C(=O)Nc2nc3ccccc3[nH]2)c1
  A = 3	B = 3	C = 6	D = 0	E = -50	F = -3	G = 15	H = -3

> NC(=O)C1=C[C@H](c2csc3ccccc23)C[C@H](OCCCCO)O1
  A = -7	B = 3	C = 6	D = 16	E = 9	F = -12	G = 0	H = -4

> CN(C(=O)COC(=O)c1ccc(-c2ccc(O)cc2)cc1)C1CCS(=O)(=O)C1 (stereo not drawn)
  A = 3	B = -13	C = 4	D = -6	E = -246	F = -10	G = -1	H = 11

> CN1CCN(S(=O)(=O)c2ccc(NC(=S)NC(=O)C3CCCC3)cc2)CC1
  A = 6	B = 0	C = -3	D = -14	E = 10	F = 4	G = 7	H = 1

> Cc1ccc(-n2c(-c3ccccc3)c[n+]3c2CCc2ccccc2-3)c(C)c1
  A = -10	B = 12	C = -26	D = -23	E = -17	F = -9	G = -23	H = 3

> O=C(Cn1cnc([N+](=O)[O-])n1)N/N=C/c1ccccc1O
  A = 8	B = 11	C = -12	D = -40	E = 21	F = 1	G = 12	H = 0

> Cc1c(CN2CCC(CO)(CCOc3ccccc3)CC2)[nH]c2c(Cl)cccc12
  A = 4	B = -1	C = -5	D = 20	E = 5	F = -5	G = -18	H = -1

> O=C(c1cc(COc2ccc(F)cc2F)on1)N1CCSCC1
  A = 0	B = 1	C = 2	D = 4	E = 12	F = -5	G = -33	H = 1

> Cc1ccc2c(c1)N(CC(=O)Nc1nccs1)C(=O)CO2
  A = -1	B = -7	C = -1	D = 1	E = 2	F = -6	G = -6	H = -1

> CCCSc1nsc(NC(=O)c2cccnc2OCC)n1
  A = 1	B = 8	C = -4	D = -40	E = 6	F = 1	G = -29	H = -3

> CN(C)/C=C/C(=O)c1ccc(C(F)(F)F)cc1F
  A = 6	B = -9	C = -1	D = -12	E = 21	F = -3	G = 13	H = 0

> O=C1NC(=S)N(c2cccc(Cl)c2)C12CCCCC2
  A = -3	B = 11	C = -9	D = 18	E = 2	F = -1	G = -11	H = 3

> Cc1ccc(NC(=O)NCc2ccc3c(c2)OCO3)cc1
  A = 11	B = -4	C = 0	D = 4	E = 17	F = -1	G = -4	H = 1

> CCc1ccc(OCC(=O)Nc2ncc3c(n2)CC(C)(C)CC3=O)cc1
  A = -4	B = 5	C = -7	D = -1	E = 21	F = 22	G = -13	H = 3

> N#Cc1ccc(OCC(=O)OCC(=O)Nc2sccc2C(N)=O)cc1
  A = 4	B = -19	C = 0	D = 2	E = -1	F = 2	G = -7	H = 0

> N#CCCN(C(=O)CCl)c1cccc(Cl)c1
  A = -3	B = -7	C = 6	D = -2	E = 19	F = -1	G = -7	H = 1

> CCN(CC)S(=O)(=O)c1cccc(-c2nnc(SCC(=O)c3ccc(Cl)s3)n2C)c1
  A = -2	B = 21	C = 0	D = 15	E = 10	F = -4	G = -9	H = 2

> O=C(NNC(=O)c1ccc(SCC2CCCO2)c([N+](=O)[O-])c1)c1ccc(Cl)c([N+](=O)[O-])c1 (stereo not drawn)
  A = -1	B = -12	C = 0	D = -19	E = 23	F = 1	G = 1	H = 0

> CC(=O)c1cccc(NC(=O)COC(=O)CCC(=O)c2ccc(F)cc2)c1
  A = -3	B = -5	C = 3	D = 7	E = 15	F = 0	G = -2	H = 3

> CC(C(=O)NCC(=O)Nc1ccc(F)c(F)c1F)N1CCN(c2ccc(O)cc2)CC1 (stereo not drawn)
  A = 5	B = -2	C = 10	D = 70*	E = 26	F = 5	G = 11	H = 2

> COc1ccc(C(=O)CSc2ccc(-c3ccco3)nn2)cc1
  A = -1	B = -2	C = 14	D = 23	E = 0	F = 4	G = 0	H = -2

> Cc1cccc(NC(=O)COc2coc(CN3CCN(c4ccccc4)CC3)cc2=O)c1
  A = -3	B = 5	C = 3	D = -8	E = 5	F = -6	G = -6	H = -1

> COc1ccc(Cl)c2sc(N(CCN(C)C)C(=O)C3=COCCO3)nc12
  A = .	B = .	C = 24	D = 28	E = 7	F = .	G = .	H = 3

> Cc1ccc(C(=O)Nc2ccc(S(=O)(=O)N3CCCC3)cc2)s1
  A = -3	B = -18	C = 3	D = -2	E = 14	F = -6	G = -10	H = -1

> Cc1[nH]c(=O)c(S(=O)(=O)c2ccccc2)c(C)c1Cl
  A = 15	B = 3	C = -2	D = -9	E = -153	F = 2	G = -6	H = 1

New compounds follow.
Assay codes: A = SENP7 block; B = Apaf1 inhib; C = HKDC1 inhibitor; D = PfG6PD inh; E = SENP8 block-1; F = SENP8 block-2; G = SENP6 block; H = SENP1 inh
> COc1cc(-c2n[nH]c(=O)o2)cc(OC)c1OC
  A = 12	B = -2	C = -5	D = -8	E = 6	F = -13	G = -8	H = 1

> CCOC(=O)c1c(NC(=O)COc2ccccc2)sc2c1CC(C)(C)NC2(C)C
  A = 2	B = 9	C = -7	D = 29	E = -8	F = -8	G = -3	H = 3

> CCOC(=O)[C@H]1[C@H]2COc3ccc(Br)cc3[C@H]2N2C(=O)CN(CCc3c[nH]c4ccccc34)C(=O)[C@@]12C
  A = .	B = .	C = 3	D = -3	E = -66	F = .	G = .	H = -9

> CCOC(=O)c1cc2cc3ccccc3cc2[nH]1
  A = 38	B = 58*	C = -2	D = -4	E = -278	F = 24	G = 54*	H = -23

> COc1ccc(C2NC(c3ccc(OC)cc3)C([N+](=O)[O-])C(C)(C)C2[N+](=O)[O-])cc1 (stereo not drawn)
  A = 0	B = 7	C = -5	D = 13	E = 7	F = -4	G = -4	H = 2

Some of the entries above in another layout:
SMILES	SENP7 block	Apaf1 inhib	HKDC1 inhibitor	PfG6PD inh	SENP8 block-1	SENP8 block-2	SENP6 block	SENP1 inh
CN(C)S(=O)(=O)c1ccc(Cl)c(C(=O)Nc2nc3ccccc3[nH]2)c1	3	3	6	0	-50	-3	15	-3
NC(=O)C1=C[C@H](c2csc3ccccc23)C[C@H](OCCCCO)O1	-7	3	6	16	9	-12	0	-4
CN(C(=O)COC(=O)c1ccc(-c2ccc(O)cc2)cc1)C1CCS(=O)(=O)C1 (stereo not drawn)	3	-13	4	-6	-246	-10	-1	11
CN1CCN(S(=O)(=O)c2ccc(NC(=S)NC(=O)C3CCCC3)cc2)CC1	6	0	-3	-14	10	4	7	1
